12-hLO inh: 12-hLO (ALOX12) enzyme inhibition. 150,000 compounds, 0.12% hits. purified 12-hLO, xylenol orange hydroperoxide absorbance. P18054. Potency, µM (doses to about 57.1 µM), without a hit: at the highest dose activity change, negative = inhibition, usual class: inhibitors; note: potency is the fitted concentration of half-maximal effect; nearly all actives have a fitted effect of over 55% in size; many of its hits are not listed in these tables
Target sequence (P18054 whole entry, looked up): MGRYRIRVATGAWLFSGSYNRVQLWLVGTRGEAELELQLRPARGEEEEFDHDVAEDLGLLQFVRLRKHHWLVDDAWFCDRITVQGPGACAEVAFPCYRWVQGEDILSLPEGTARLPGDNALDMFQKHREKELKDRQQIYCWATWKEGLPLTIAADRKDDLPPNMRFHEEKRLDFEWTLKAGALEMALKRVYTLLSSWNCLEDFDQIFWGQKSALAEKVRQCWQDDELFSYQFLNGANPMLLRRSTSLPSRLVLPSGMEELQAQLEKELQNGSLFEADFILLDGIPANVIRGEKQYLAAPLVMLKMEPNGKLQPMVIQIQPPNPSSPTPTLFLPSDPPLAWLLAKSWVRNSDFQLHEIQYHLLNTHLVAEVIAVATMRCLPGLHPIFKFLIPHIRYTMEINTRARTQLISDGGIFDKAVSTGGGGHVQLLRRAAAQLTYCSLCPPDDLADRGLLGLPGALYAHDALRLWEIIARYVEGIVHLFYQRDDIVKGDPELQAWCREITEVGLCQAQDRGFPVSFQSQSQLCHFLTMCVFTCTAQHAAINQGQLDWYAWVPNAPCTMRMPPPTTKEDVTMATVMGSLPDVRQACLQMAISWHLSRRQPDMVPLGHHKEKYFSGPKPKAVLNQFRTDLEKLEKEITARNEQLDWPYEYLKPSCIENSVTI
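Hydroperoxide output read as Fe(III)-xylenol orange absorbance, 573-to-405 nm ratio, after 30 min reaction with 40 uM arachidonic acid. Enzyme: 150 nM purified human 12hLO, 15 min compound preincubation; 25 mM Hepes pH 7.0, room temperature.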
15-hLO-2 inh: blocks human 15-lipoxygenase 2 activity. O15296. purified 15hLO-2, xylenol orange hydroperoxide absorbance. Potency, µM (highest dose often 57.1 µM), inactives show top-dose activity change, negative = inhibition, actives largely listed as inhibitors. 110,000 compounds, 0.56% hits; note: potency is the fitted concentration of half-maximal effect; nearly all actives have a fitted effect of over 60% in size; many of its hits are not listed in these tables
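Purified human 15hLO-2 (50 nM) preincubated 15 min with compound, then 45 uM arachidonic acid for 90 min at RT in 25 mM Hepes pH 7.5, 0.01% Triton X-100. Hydroperoxide detected by Fe-xylenol orange; 573/405 nm absorbance ratio.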
PNC inhibitor: blocks assembly of the perinucleolar compartment. activity change (PNC), negative = inhibition, % at 10 µM. AID 2417. PC3M PTB-GFP, PNC prevalence imaging, 16 h; active compounds read low. 140,000 compounds, 3.1% hits;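 active = readout at or below -70, meaning at least 70% loss of cells showing the perinucleolar compartment, a nuclear body marking cancer cells; inconclusive = readout between -30 and a set limit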;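 note: plate controls were DMSO wells for no effect and camptothecin positive control wells for full effect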
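Read-out is percentage of cells bearing a perinucleolar compartment, from automated 20x imaging of fixed, Hoechst-stained PC3M PTB-GFP cells. Cells were seeded 4 h, then exposed 16 h to compound (23 nl of library stock) in duplicate plates.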
IMPase cell inh: IMPase inhibition in cells; P97697; 120,000 tested, under 10 active; CHO-M1 cells, IP1 accumulation, HTRF TR-FRET ratio; AID 901; inhibition (IP1 accumulation), % at 46.1 µM; active = well fitted curve in the direction sought with a large enough effect in the signal ratio, not every such curve was filed as active; inconclusive = small, poorly fitted or top-dose-only effect, or a change in a side signal; inactive = no such curve, though single readings can be large or run the other way; the % refers to the signal ratio;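 note: cells stimulated with carbachol in lithium chloride buffer; plate controls were DMSO basal wells for no effect and reference inhibitor wells for full effect; higher means more IMPase inhibition seen as more IP1 and lower FRET ratio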
Target sequence (P97697 whole entry, looked up): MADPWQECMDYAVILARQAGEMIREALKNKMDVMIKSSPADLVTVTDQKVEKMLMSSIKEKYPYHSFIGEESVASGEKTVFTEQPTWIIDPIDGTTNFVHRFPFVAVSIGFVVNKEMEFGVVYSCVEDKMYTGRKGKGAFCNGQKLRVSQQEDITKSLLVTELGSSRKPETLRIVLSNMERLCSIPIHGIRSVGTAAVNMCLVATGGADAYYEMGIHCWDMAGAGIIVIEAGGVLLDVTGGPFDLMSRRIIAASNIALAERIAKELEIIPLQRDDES
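Cellular IMPase inhibition is scored as a rise in cytosolic IP1, detected by competitive TR-FRET between d2-labelled IP1 and a europium anti-IP1 antibody. M1-expressing CHO cells were stimulated with carbachol for 30 min at 37C, with lithium (50 mM LiCl) present in the buffer.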
Active calls of the source: *; u = inconclusive; x = not tested or not shown; [ ] = another dose, or the depositor's remark. Unless noted, calls come from the whole dose curve; as a rule, active = well fitted curve in the direction sought with a large enough effect; inconclusive = small, poorly fitted or top-dose-only effect, or another doubt; inactive = no such curve, though single readings can be large; an effect the other way counts as inactive or inconclusive. Unless noted, % is set by controls: 0 for no effect and ±100 for the full control effect.

SMILES | 12-hLO inh | 15-hLO-2 inh | PNC inhibitor | IMPase cell inh
CCOc1cc(NC(=O)c2ccccn2)c(OCC)cc1NC(=O)CC(C)C | 1% | 3% | 24 | -1
CCOc1ccc(C(=O)/C=C/c2cn(CN3CCN(C)CC3)c3ccccc23)cc1 | -12% | x | -7 | -1
O=C(CNC(=O)c1ccccc1)OCc1cccc([N+](=O)[O-])c1 | 0% | x | u | x
CN(C)C(=O)c1ccc(-c2ccc3ncnc(NC4CCNCC4)c3c2)cc1 | 3% | 4% | x | x
O=C(CCc1ccccc1)OCCN1CCOCC1 | 0% | -3% | 26 | 15
COc1ccc(C2=NN(CN3C(=O)C(=O)c4ccccc43)C(c3ccc(C)cc3)C2)cc1 (stereo not given) | -23% | u | 24 | -4
CCCCCCN=CC1=C(O)CC(C)(C)CC1=O | -2% | -11% | -16 | -16
CCc1nnc(NC(=O)CSc2nnc(-c3ccccc3NC(=O)c3ccccc3)o2)s1 | 2% | -12% | -8 | 6
CCOc1ccc(-c2nc(C)c(C(C)=O)n2O)cc1 | -9% | -7% | -3 | 1
CNCCCC1Sc2ccccc2Oc2ccccc21 (stereo not given) | 0% | x | 6 | 20
O=c1c(-c2cc(F)cc(F)c2)nc2cnc(N3CCOCC3)nc2n1-c1ccccc1 | -4% | -5% | x | x
CC(C)NC(C(=O)Nc1cc(Cl)cc(Cl)c1)c1ccccc1 (stereo not given) | 7% | 31%[activator] | 5 | 2

Arranged by the number under IMPase cell inh (ascending): some entries from above.
SMILES | 12-hLO inh | 15-hLO-2 inh | IMPase cell inh
CCCCCCN=CC1=C(O)CC(C)(C)CC1=O | -2% | -11% | -16
COc1ccc(C2=NN(CN3C(=O)C(=O)c4ccccc43)C(c3ccc(C)cc3)C2)cc1 (stereo not given) | -23% | u | -4
CC(C)NC(C(=O)Nc1cc(Cl)cc(Cl)c1)c1ccccc1 (stereo not given) | 7% | 31%[activator] | 2
CCc1nnc(NC(=O)CSc2nnc(-c3ccccc3NC(=O)c3ccccc3)o2)s1 | 2% | -12% | 6

(cont.)
SMILES | 12-hLO inh | 15-hLO-2 inh | PNC inhibitor | IMPase cell inh
CCOC(=O)c1ccc(COC(=O)c2nonc2N)cc1 | 2% | 4% | -2 | 0
N#Cc1nc(Cc2ccccc2)oc1N1CCN(c2ccccc2)CC1 | -8% | -4% | 6 | -12
Cc1occc1-c1nc(-c2ccccn2)no1 | -3% | -1% | 26 | 2
COC(=O)C1=NNC2(c3ccc(Cl)cc3)C(=O)N(c3ccc(Cl)cc3)C(=O)C12 (stereo not given) | -9% | x | -5 | 4
CCOC(=O)c1ccc(NC(=O)NC2CC3CCC(C2)N3Cc2nnnn2Cc2ccco2)cc1 (stereo not given) | -3% | 21% | 41 | 18
O=C(COC(=O)C1CC2C=CC1C2)Nc1ccc2c(c1)OC(F)(F)O2 (stereo not given) | -8% | x | -100* | -3
CCCOc1ccccc1Nc1nnc(C)c(=O)[nH]1 | 2% | -3% | 23 | 5
CCCCCNC(=O)CN(c1ccc2c(c1)OCO2)S(C)(=O)=O | -3% | 17% | 67 | 0
Cc1c(C(=O)N2CCOCC2)[nH]c2ccc(OCc3ccccc3)cc12 | -8% | -5% | -12 | -3
Cc1ccc(O)c(-c2cc(C(F)(F)C(F)F)nc(-c3ccccc3)n2)c1 | -4% | 5% | -13 | -4
COc1ccccc1-c1nnc(NC(=O)c2ccc(S(=O)(=O)N(C)Cc3ccccc3)cc2)o1 | 8% | x | -18 | -12
COc1ccc(CCNc2oc(Cc3cccc4ccccc34)nc2C#N)cc1OC | -10% | 8%[2.29 µM] | 17 | 4

Entries of single compounds as entered above. Order of values: 12-hLO inh	15-hLO-2 inh	PNC inhibitor	IMPase cell inh
`COc1ccccc1-c1nnc(NC(=O)c2ccc(S(=O)(=O)N(C)Cc3ccccc3)cc2)o1` is entered as 8%	x	-18	-12
`CCCOc1ccccc1Nc1nnc(C)c(=O)[nH]1` is entered as 2%	-3%	23	5
`Cc1occc1-c1nc(-c2ccccn2)no1` is entered as -3%	-1%	26	2

The list goes on:
SMILES | 12-hLO inh | 15-hLO-2 inh | PNC inhibitor | IMPase cell inh
COc1ccc(NC(=O)N2CCC3(CC2)CCN(C(=O)c2cccc(F)c2)CC3)cc1 | 5% | 4% | x | x
CC(C)C(=O)NC(Nc1ccc(S(N)(=O)=O)cc1)C(Cl)(Cl)Cl (stereo not given) | 0% | x | 91 | x
C=C(C)C1CC=C(C)/C(=N/NC(=O)c2ccc(NC(=O)c3cccc(C)c3)cc2)C1 (stereo not given) | 1% | -4% | 27 | 4
Cc1ccccc1N=C1SCC(=O)N1Cc1ccccc1 | -2% | x | 19 | x
CCOC(=O)N1CCN(C(=O)c2ccc(CS(=O)(=O)c3c(Cl)cccc3Cl)o2)CC1 | -1% | -2% | -13 | -4
O=C(/C=C/c1cn(CC(O)CN2CCCCC2)c2ccccc12)c1cccs1 (stereo not given) | -7% | x | u | x
CSC(N)=NCCCC(N)C(=O)O (stereo not given) | -4% | 2% | x | x
CC(/C=C1\SC(=S)N(NC(=O)c2cccc(O)c2)C1=O)=C\c1ccccc1 | -14% | x | -16 | x
Cc1ccc(-c2nnnn2CS(=O)(=O)c2ccccc2)cc1 | 4% | 3% | 5 | -5
O=C(Nc1ccc(Cl)cn1)c1cccc(F)c1 | -7% | 4% | 42 | 6
CCc1nnc(NC(=O)Cn2c(=O)oc3ccccc32)s1 | 0% | 0% | -9 | -2
S=C(NCc1ccc(Cl)cc1)NC12CC3CC(CC(C3)C1)C2 | 22µM* | 16µM* | -10 | -8
Cc1ccc(C)c(NC(=O)COC(=O)CC2c3ccccc3CCN2S(=O)(=O)c2ccc(F)cc2)c1 (stereo not given) | -2% | x | -8 | x
O=C(NCn1cnccc1=O)c1ccccc1 | 5% | -4% | -27 | 5
Nc1ccc(-n2nnnc2CN2CCOCC2)cc1 | -2% | x | 0 | x
Cn1c(=O)c(=O)n(C)c2cc(S(=O)(=O)N3CCN(C4CCCCC4)CC3)ccc21 | -7% | -1% | 34 | -1
CC(C)(C)NC(=O)CSc1nnc(-c2ccncc2)n1Cc1ccccc1 | -2% | 2% | u | 1
CCN(CC)c1ccc(/C=N/NC(=O)c2ccc(O)cc2)cc1 | 0% | 30% | x | x
CC(C)NC(=O)N1CCC2(CC1)CCN(C(=O)c1cnccn1)CC2 | -1% | -7% | x | x
CCCCn1c(N)c(S(=O)(=O)c2ccc(C)cc2)c2nc3ccccc3nc21 | -18% | x | 25 | x
CC1=CCC2COC(c3ccc[n+](Cc4ccccc4)c3)C1C2 (stereo not given) | -2% | x | u | x
Cc1cccc(-n2c(=O)[nH]c3c(C(N)=O)nc(-c4ccccc4Cl)nc32)c1 | -1% | -4% | u | 5
CC(C)(C)C(=O)Nc1nnc(SCc2ccc(F)cc2)s1 | 3% | -3% | u | 8
CCOC(=O)Cn1nnc2c(sc3nc4c(c(-c5ccccc5)c32)CCC4)c1=O | 11% | -3% | 22 | 3

Not a retest: 4 of the compounds above.
SMILES | 12-hLO inh | 15-hLO-2 inh | PNC inhibitor | IMPase cell inh
CC1=CCC2COC(c3ccc[n+](Cc4ccccc4)c3)C1C2 (stereo not given) | -2% | x | u | x
Cc1cccc(-n2c(=O)[nH]c3c(C(N)=O)nc(-c4ccccc4Cl)nc32)c1 | -1% | -4% | u | 5
CC(C)(C)C(=O)Nc1nnc(SCc2ccc(F)cc2)s1 | 3% | -3% | u | 8
CCOC(=O)Cn1nnc2c(sc3nc4c(c(-c5ccccc5)c32)CCC4)c1=O | 11% | -3% | 22 | 3

(listing goes on)
SMILES | 12-hLO inh | 15-hLO-2 inh | PNC inhibitor | IMPase cell inh
CC(C)CNC(=O)c1cc([N+](=O)[O-])ccc1N1CCOCC1 | -3% | x | 24 | x
CCCC1=NN(c2ccc([N+](=O)[O-])cc2)C(=O)/C1=C\N(C)C | 0% | x | -17 | x
CCCn1c(=O)c2c(C(F)(F)F)cc(-c3cccs3)nc2n(CCC)c1=O | -2% | x | u | x
CC(C)(C)NC(=O)C(=O)NNC(=O)c1ccc(C(C)(C)C)cc1 | 4% | x | u | 0
CC(C)(C)c1nc[nH]c(=O)c1Br | -2% | x | -28 | x
Cc1ccc(OCCn2cc(Br)c(=O)[nH]c2=O)cc1 | -2% | -3% | 1 | 9
Cc1cccc(NC(=O)Cc2ccc(F)cc2)c1 | 9% | -3% | 40 | 2
Cc1nnc(NC(=O)CSc2ccccn2)s1 | -4% | -2% | 20 | 7
O=C(CC12CC3CC(CC(C3)C1)C2)N1CCN(S(=O)(=O)c2cccs2)CC1 | 2% | x | u | x
Cc1c(Cl)cccc1NC(=S)NCCCN(C)C | -1% | x | -27 | x
CCCCNC(=O)Nc1cc(C(=O)OC)ccc1Cl | -10% | -10% | -18 | 0
Cc1ccc(OCC(=O)N/N=C\c2c(C)[nH]n(-c3ccccc3)c2=O)c([N+](=O)[O-])c1 | -15% | x | u | 2
O=C1C2C3c4ccccc4C(Br)(c4ccccc43)C2C(=O)N1c1ccccc1O (stereo not given) | -2% | x | 28 | x
COC(=O)C1=C(C)N(Cc2ccc(C)cc2)C(=O)/C1=C\c1ccc(O)c(OC)c1 | u | u | u | 4
O=C(O)Cc1n[nH]c(=O)c2ccccc12 | 0% | x | 38 | x
CC(C)(C)NCCCOc1ccc(Cl)cc1C(C)(C)C | 1% | x | -102* | x
CCOC(=O)C(C)Sc1nc2c([nH]c3ccccc32)c(=O)n1C (stereo not given) | -5% | x | -119* | 15
N#C/C(=C\c1ccccc1Cl)C(=O)NC(=O)Oc1ccccc1 | 0% | -2% | 34 | 1
CCOc1ccccc1NC(=O)CSc1nnc(CNC(=O)COc2ccc(Cl)cc2)o1 | 2% | 6% | u | 4
Cc1ccc(C)c(N2CCN(C(=O)CC3Sc4ccccc4NC3=O)CC2)c1 (stereo not given) | -9% | -3% | 1 | 1
Cc1csc(SCC(=O)c2ccc(S(=O)(=O)N3CCOCC3)cc2)n1 | -2% | -12% | 8 | -1
COc1ccc(C(=O)OCC(=O)NC(=O)CCSc2ccccc2)cc1 | -7% | x | 35 | -9
Cc1ccc(C(=O)N/C(=C\C=C\c2ccccc2)C(=O)NCc2ccco2)cc1 | 1% | x | 31 | x
CCC(C)(C)NC(=O)C(c1ccc(C)o1)N(C(=O)c1csnn1)c1cccc(F)c1 (stereo not given) | -2% | x | 18 | 34[activator]
O=C(c1cncc(Br)c1)N1CCc2ccccc2C1 | 7% | 1% | u | -9
Cc1nc2c(sc3nc4c(cc32)COC(C)(C)C4)c(=O)o1 | 1% | -19% | -16 | 9
CCn1nc(CC(=O)Nc2nnc(CC(=O)N3CCOCC3)s2)c2ccccc2c1=O | -2% | -3% | -18 | -11
CCCOc1ccc(C(=O)Nc2ccc(C)cc2[N+](=O)[O-])cc1 | -1% | 6% | 37 | -9
COc1ccc(N(CC(=O)NCc2ccc3c(c2)OCO3)S(=O)(=O)c2c(C)nn(C)c2C)cc1 | 3% | -4% | 2 | 2
Cc1cc(C)n(/N=C\c2c(O)ccc3ccccc23)c(=O)c1C(N)=O | 9% | -2% | -15 | -5
COC(=O)/C(=C\Nc1ccc(Cl)c2ccccc12)c1ncc(C(F)(F)F)cc1Cl | -5% | 0% | u | -8
COc1ccc(-c2cc(-c3ccccc3O)[nH]n2)cc1 | u | 13% | -15 | -22
CCOC(=O)C1=C(C)Nc2ccccc2N=C1NC(=O)c1cccc(S(=O)(=O)N(C)C)c1 | 5% | 1% | -8 | 6
CCN(CC(=O)Nc1ccccc1C(=O)OC)S(=O)(=O)c1ccc(OC)cc1 | -1% | -1% | 10 | 7
Oc1ccccc1-c1nc(NCc2ccco2)c2ccccc2n1 | -8% | 12% | -2 | 16
O=C(NCCSc1ccccc1)c1ccco1 | 1% | -2% | -10 | 2
Fc1cccc2sc(Nc3nc4ccccc4s3)nc12 | -3% | x | u | x
CCOC(=O)c1c(NC(=O)C(=O)N/N=C(\C)c2ccc(OC)cc2)sc2c1CCCCC2 | 1% | x | 36 | x

Screening data deposited in PubChem by National Center for Advancing Translational Sciences (NCATS).

The list is partial. The share of hits here may be higher or lower than overall.
